# Screens: PubChem BioAssay, several laboratories
# TbMetRS inhib – Trypanosoma brucei MetRS inhibition | purified T. brucei MetRS, ATP depletion, Kinase-Glo luminescence | inhibition, % at 11.9 µM | hit rate 0.4% among 360,000;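 active means inhibition above a per-plate cutoff of the control wells' mean inhibition plus 3 SD, cut at about 5.5% in these data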;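 further: 0% = DMSO wells median and 100% = median of wells with control inhibitor compound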
#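 Dosing: 11.9 µM single point; system: parasite MetRS enzyme; technique: luminescence of leftover ATP; times: 15 min enzyme-compound preincubation, 2 h reaction, 10 min detection, 25 °C; replicates: each compound tested once; read-out basis: percent inhibition relative to median high and low control wells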
# MLLE-PAM2 inh – inhibitors of microRNA-mediated deadenylation, human PABP1 MLLE binding; P11940; GST-MLLE / FITC-PAM2 fluorescence polarization; inhibition, % at 20 µM; hit rate 0.36% among 360,000; in the data active means inhibition above about 35%, passing the limit was not always enough;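 further: plate controls were DMSO wells with GST-MLLE for no effect and wells lacking GST-MLLE protein for full effect; some results filed as inactive read as strong as hits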
# Target sequence (P11940 whole entry, looked up): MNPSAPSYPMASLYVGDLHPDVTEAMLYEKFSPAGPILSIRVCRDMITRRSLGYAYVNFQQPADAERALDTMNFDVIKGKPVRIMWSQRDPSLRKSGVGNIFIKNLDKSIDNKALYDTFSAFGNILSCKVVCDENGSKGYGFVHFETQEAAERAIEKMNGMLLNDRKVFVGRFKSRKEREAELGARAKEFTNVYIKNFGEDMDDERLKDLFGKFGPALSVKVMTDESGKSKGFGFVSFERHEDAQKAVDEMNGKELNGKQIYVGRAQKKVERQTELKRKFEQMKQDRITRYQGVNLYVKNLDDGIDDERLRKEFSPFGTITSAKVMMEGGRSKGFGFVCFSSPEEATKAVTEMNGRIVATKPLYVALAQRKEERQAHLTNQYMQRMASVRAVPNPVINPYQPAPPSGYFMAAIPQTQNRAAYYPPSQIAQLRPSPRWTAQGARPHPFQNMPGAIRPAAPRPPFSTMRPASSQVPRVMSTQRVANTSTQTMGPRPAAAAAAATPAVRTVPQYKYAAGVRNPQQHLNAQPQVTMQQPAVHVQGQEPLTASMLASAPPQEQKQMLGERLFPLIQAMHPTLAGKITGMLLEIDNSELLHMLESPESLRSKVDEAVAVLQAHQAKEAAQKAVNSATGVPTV
# Rin1-Abl PPI inh – human Rin1-Abl interaction inhibition; TR-FRET Rin1/Abl binding, biochemical; AID 588664; hit rate 0.4% among 360,000; inhibition, % at 7.35 µM; in the data active means inhibition above about 5%, passing the limit was not always enough
# bovine MsrA act – activates bovine MsrA enzyme. purified bovine MsrA, absorbance read-out. activation, % at 10.6 µM. hit rate 0.3% among 360,000. AID 602163; in the data active means activation above about 7.5%;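 further: 0% = vehicle and 100% = reference activator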
# Neddylation inh – cullin neddylation inhibition | AID 651699 | hit rate 0.58% among 360,000 | TR-FRET cullin neddylation, biochemical | P61081+Q13564 | calls only at 25 µM; in the data active means inhibition above about 36%
# CSN deneddyl inh – blocks human CSN-mediated cullin deneddylation | Q92905 | Purified CSN, SCF-Nedd8-OG deneddylation, fluorescence polarization | inhibition, % at 12.5 µM | hit rate 0.38% among 360,000;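 active means pattern-corrected inhibition above about 35%, with an unprinted fluorescence ratio check between 0.5 and 1.5, limit read from the data, passing the limit was not always enough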;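 further: 0% = enzyme with substrate and 100% = substrate without enzyme; some results filed as inactive read as strong as hits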
# Target sequence (Q92905 whole entry, looked up, one chain of several): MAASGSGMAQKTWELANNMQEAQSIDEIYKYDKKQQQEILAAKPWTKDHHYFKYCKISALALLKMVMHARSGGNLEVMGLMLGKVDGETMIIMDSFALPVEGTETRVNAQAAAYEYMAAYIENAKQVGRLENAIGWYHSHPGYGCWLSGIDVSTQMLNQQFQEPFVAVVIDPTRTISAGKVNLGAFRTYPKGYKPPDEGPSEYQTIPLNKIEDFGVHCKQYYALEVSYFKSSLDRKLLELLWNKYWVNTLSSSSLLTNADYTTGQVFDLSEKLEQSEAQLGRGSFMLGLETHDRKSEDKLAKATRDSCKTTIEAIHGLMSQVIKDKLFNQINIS
#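 Schedule: reaction 90 min, room temperature / Assay system: HEK293T-derived human Csn5 enzyme / Input: Csn5 at 0.24 nM final / Measure: inhibition of Csn5 cleavage, % / Control set: substrate-only high control, full reaction low control / Technique: fluorescence polarization of the substrate / Buffer or medium: Tris/NaCl/DTT buffer, pH 7.5 / Reagent: SCFSkp2-Nedd8OG substrate at 10 nM final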
# MsrA inhibitor – inhibitors of bovine MsrA | purified bovine MsrA, absorbance read-out | inhibition, % at 15.5 µM | hit rate 0.75% among 360,000; in the data active means inhibition above about 4.5%;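 further: 0% = vehicle wells with enzyme and 100% = reference inhibitor wells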
# eLon inh – inhibits E. coli Lon protease; P0A9M0; purified E. coli Lon protease, fluorescence polarization; inhibition, % at 7.94 µM; hit rate 0.42% among 360,000; AID 602123; in the data active means inhibition above about 13%, passing the limit was not always enough;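 further: 0% = enzyme with probe and DMSO and 100% = no enzyme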
# FAS TE block – FAS thioesterase (human) inhibition | P49327 | recombinant FAS-TE, OMFH fluorogenic substrate, fluorescence endpoint | inhibition, % at 15 µM | hit rate 0.67% among 360,000;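 active means compounds whose normalised, plate-corrected inhibition of enzyme fluorescence in the single-dose primary screen is 50% or more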;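 further: 0% = DMSO with enzyme and 100% = substrate without enzyme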
# * marks the source's active call; other numbers are inactive results; i = inactive; nt = no result given; + = active, no number.
# Screens in order: FAS TE block	Rin1-Abl PPI inh	TbMetRS inhib	bovine MsrA act	eLon inh	Neddylation inh	MLLE-PAM2 inh	MsrA inhibitor	CSN deneddyl inh
CC(C)C[C@H]1COc2cc(N3CCC[C@@H]3CO)ccc2S(=O)(=O)N1
 : -16	nt	-1.0	-1	0	i	nt	-0.7	-2
CCOC(=O)C1CCCN(C2=NC(=O)/C(=C/c3ccc(OC)cc3)S2)C1 (stereo not drawn)
 : -3	2	-1.1	-5	-5	i	1	3.8	-4
Cc1cccc(CNc2ncnc3ccc(-c4ccc5c(c4)OCO5)cc23)c1
 : 14	3	0.6	-3	14	nt	17	-0.3	1
Cc1ccc(NC(=O)c2csc(-c3ccccc3)c2C)cc1
 : -8	-6	0.4	-5	-4	i	9	0.9	-1
COc1ccc(NC(=S)N2CCC(N(C)CCN3CCOCC3)CC2)cc1Cl
 : -9	-1	1.0	-4	-13	i	-27	-1.0	-15
C[C@@H]1CCC[C@@]2(O[C@H](CCO)C[C@@H](O)[C@@H]2O)O1
 : -12	1	-0.2	-2	-3	i	6	-1.4	3
CCc1c(C)nc2ncnn2c1NCCc1ccccc1
 : 4	2	-0.6	2	-7	i	7	-1.0	-3
COC(=O)[C@H](Cc1ccccc1)N(C)S(=O)(=O)c1cccc(S(=O)(=O)N(C)[C@@H](Cc2ccccc2)C(=O)OC)c1
 : 12	0	0.3	-10	-5	i	8	1.1	-4
CC1CCN(CC(=O)N2CCN(c3ccccc3)CC2)CC1
 : -5	3	0.3	-1	-6	i	0	0.5	-1
CCOc1ccc(-c2cn[nH]c2N)cc1
 : -3	2	-0.4	-4	-1	i	-7	nt	-1
COC(=O)c1ccccc1S(=O)(=O)N1CCC(C(=O)NC2=NCCS2)CC1
 : -10	2	-0.5	-8	-3	i	-8	0.2	-1
Oc1ccccc1-n1c(-c2ccccc2)ccc1-c1ccccc1
 : 23	-1	-0.7	3	-4	i	3	0.7	0
Cc1cccnc1NC(=O)Cn1c(=O)oc2ccccc21
 : -7	3	-0.5	-14	3	i	10	0.8	-1
CCC(Oc1ccccc1)C(=O)Nc1cc(C)on1 (stereo not drawn)
 : -2	1	-1.0	-1	9	i	20	1.6	-6
COc1cccc(CNc2nc(NCc3ccccc3OC)nc3ccsc23)c1
 : 12	-1	-0.2	-3	-4	i	10	0.7	2
CCN(C(=O)CSc1ncn[nH]1)c1c(N)n(Cc2ccccc2)c(=O)[nH]c1=O
 : -8	5	-0.6	-10	-2	i	-12	0.3	3
COCCNc1nc(C(C)(C)C)nc2c1nnn2Cc1ccccc1Cl
 : 1	-3	-0.6	-4	0	i	9	-1.9	-17
COC(=O)c1ccc(CSc2ccc3nnc(-c4cccc(F)c4)n3n2)o1
 : 9	-9	-0.8	-3	2	i	13	0.0	2
CCOc1ccc(CNC2CCCCCCC2)cc1OC
 : -6	2	0.8	-3	-1	i	-4	1.0	0
C[C@H]1CCCCO[C@@H](CN(C)S(=O)(=O)c2ccc(F)cc2)[C@@H](C)CN([C@@H](C)CO)C(=O)c2cc(NC(=O)Nc3ccc4c(c3)OCO4)ccc2O1
 : 9	-1	-1.4	-6	-3	i	-14	1.0	-3
COc1ccc(CNC(=O)c2cc3ccccc3oc2=O)cc1
 : -1	2	-0.3	-5	-12	i	8	2.1	0
Cc1c(OC(C)C(=O)NCCN2CCOCC2)ccc2c(-c3ccccc3)cc(=O)oc12 (stereo not drawn)
 : -3	0	-0.2	-3	-5	i	6	1.9	3
CCCCCOC(=O)C1=C(C)NC(=O)NC1c1ccccc1 (stereo not drawn)
 : 2	1	-0.2	-2	-9	i	13	-1.1	4
Cn1nc([N+](=O)[O-])nc1Oc1ccc2ccccc2c1
 : 2	6	-0.8	-7	6	i	3	-0.1	-1
CCOC(=O)N1CCN(C(=O)c2ccc(N3C(=O)c4ccccc4C3=O)cc2)CC1
 : -8	-1	-1.8	-10	0	i	2	-0.5	2
COC(=O)C1=C(C)N(CCc2ccc(OC)c(OC)c2)C(=O)/C1=C\c1ccc(O)cc1
 : -7	-1	-0.5	-1	0	i	12	2.0	-16
Cc1ccc(/C=C2/N=C(c3ccccc3)NNC2=O)cc1
 : 7	-1	-0.4	-3	3	i	-7	-0.3	0
O=C(O)CSCC(=O)Nc1ccc(S(=O)(=O)N2CCCCC2)cc1
 : -4	-4	0.6	-1	-5	i	12	3.0	2
CN(Cc1ccccc1)S(=O)(=O)c1cccc2cccnc12
 : 4	0	0.6	-1	4	i	-10	0.2	-2
CC(C)NC(=O)c1cc(C2CCCCN2C(=O)c2ccc(C#N)cc2)on1 (stereo not drawn)
 : -2	-5	-0.2	0	4	i	1	-0.6	1
COC(=O)[C@]12CCCCC=C1N(Cc1ccc(Cl)cc1Cl)C(=O)[C@H](CC(=O)NCc1cccc3ccccc13)C2
 : 20	nt	-0.8	-4	6	i	nt	2.1	1
COc1ccc(CNC(=O)CSCc2c(F)cccc2Cl)cc1
 : -1	-2	-0.3	-1	6	i	9	1.2	6
Cc1cccc(NS(=O)(=O)c2ccc(Oc3ccccc3)cc2)n1
 : 2	1	0.0	0	-5	i	4	1.1	0
CNc1nc(NCc2ccccc2)c2ccccc2n1
 : -4	2	1.9	0	-6	i	-8	1.8	-2
COC(=O)C1=C(C)N(C)C(=O)NC1c1ccc([N+](=O)[O-])o1 (stereo not drawn)
 : -16	6	-0.5	-7	2	i	0	1.6	-4
O=C(NCCc1csc(-c2ccccc2)n1)c1ccc(Br)o1
 : 7	0	0.8	0	1	i	-6	1.8	-1
Cc1ccc(CNC(=O)C2CCC(=O)N2Cc2ccc(F)cc2)cc1 (stereo not drawn)
 : -5	0	-0.6	-4	-4	i	-6	1.2	2
COC(=O)c1sc(NC(=O)c2c(C)noc2C)nc1C
 : -4	-1	-0.4	-8	-7	i	2	1.2	0
Cc1ccc(C(=O)CCC(=O)Nc2cc(C)ccn2)cc1
 : 3	-1	-0.1	-2	-13	i	-6	-0.7	2
CC1CCN(C(=O)C2CCCN(S(=O)(=O)c3cccc4nsnc34)C2)CC1 (stereo not drawn)
 : -3	2	-0.6	0	6	i	3	1.1	-1
COc1cc(OC)c2ccc(=O)oc2c1C(CCN1CCN(c2ccccc2)CC1)c1ccc2c(c1)OCO2 (stereo not drawn)
 : 32	1	0.1	-1	-2	i	-1	-1.2	0
CCOC(=O)N1CCC2(CC1)C(C#N)=C(N)Oc1n[nH]c(C)c12
 : -7	3	-1.7	-10	-4	i	-6	-0.1	2
O=C(Cc1ccccc1F)NC1CCCN(Cc2ccc(Cl)cc2)C1 (stereo not drawn)
 : 4	1	-0.8	-1	-9	i	-5	0.6	2
COC(=O)[C@@H]1C[C@H]2CC[C@H](O)C[C@H]2N1Cc1ccc(N2CCN(C)CC2)cc1
 : -5	2	-0.2	-4	-11	i	12	-0.3	-5
O[C@H]1C[C@H](c2ccccc2)N(Cc2cccs2)C[C@@H]1n1cc(-c2ccc(F)cc2)nn1
 : 27	2	-0.5	-2	-3	i	-6	-0.2	-4
OC(CCc1ccncc1)c1ccccc1 (stereo not drawn)
 : -14	8	-0.1	-2	-6	i	13	-0.7	-1
Cc1ccc2oc(C(=O)Nc3ccc(S(=O)(=O)Nc4ncccn4)cc3)c(C)c2c1
 : -2	0	-0.5	-2	10	i	4	-0.5	1
O=c1c2[nH]c3ccc(F)cc3c2nc2n1CCCS2
 : -1	1	-0.7	-2	-7	i	2	1.5	-15
CCOC(=O)Cc1cc(=O)n2[nH]cc(-c3ccc(Cl)cc3)c2n1
 : 4	0	0.2	-1	2	nt	8	0.5	-8
COCCNC(=O)c1cc2sccc2n1C
 : -11	-2	-0.9	-10	8	i	4	0.2	7
COc1ccc2nc(NC(=O)c3ccco3)sc2c1
 : -4	3	-1.4	-2	-9	+	0	4.7*	0
COC(C[C@@H]1O[C@H]1[C@H](O)COCc1ccccc1)OC
 : -11	-1	-0.2	-1	6	i	-6	1.4	-1
CCc1nn(CCCC(=O)NCc2ccccc2Br)c(=O)c2cc3occc3n12
 : -2	0	-0.6	-3	-30	i	1	-0.8	-4
CCOc1ccc(NC(=O)CN(C)S(=O)(=O)c2cnc[nH]2)cc1
 : -8	-1	-0.8	-2	7	i	9	-0.5	-1
COc1ccc(-c2ccc(N(C)C)cc2)cc1[C@H]1[C@@H]2C=CCC[C@@]2(C)C(=O)N1Cc1ccccc1
 : 50	0	-0.4	-3	-10	i	-11	3.1	-6
CCOC(=O)c1c(NC(=O)C(C)OC(=O)C2=COCCO2)sc2c1CCCC2 (stereo not drawn)
 : 35	0	-0.5	-1	-8	i	3	nt	-4
COc1ccc(-c2oc3cccnc3c2C#CCO)cc1
 : -8	2	-0.1	-4	-5	nt	13	nt	1
Cc1ccccc1OCC(=O)N1CCCCCCC1
 : -2	2	-0.6	-2	9	i	0	0.1	2
Clc1ccc(-c2nnc(C3CC3)o2)cc1
 : -6	-2	0.0	-3	6	i	-8	-1.1	2
CC(=O)c1ccc(N2CCN(CCC#N)CC2)c(F)c1
 : -11	-1	-1.0	-6	2	i	0	1.7	-2

# New compounds follow.
# Screens in order: FAS TE block	Rin1-Abl PPI inh	TbMetRS inhib	bovine MsrA act	eLon inh	Neddylation inh	MLLE-PAM2 inh	MsrA inhibitor	CSN deneddyl inh
O=C(O)C1CCCCC1C(=O)NCCc1c[nH]c2ccccc12 (stereo not drawn)
 : -7	-1	-0.5	-1	3	i	-6	-1.0	2
COc1ccc(N2CCN(C(=O)c3[nH]c4ccc(OC)cc4c3C)CC2)cc1
 : 8	0	-0.3	-4	-9	i	5	1.1	3
Cc1ccc(S(=O)(=O)N2CCN(C(=O)CN3CCOCC3)C2)cc1
 : -6	0	-0.8	-2	-2	i	3	0.0	-6
Cc1ccc(CSc2ncccc2C(=O)O)cc1
 : -6	-2	-0.7	0	-2	i	1	0.9	2
CCOc1ccc(N(C(C)C(=O)N2CCOCC2)S(C)(=O)=O)cc1 (stereo not drawn)
 : -2	4	-0.8	-2	-1	i	-6	-0.1	-1
Cc1cccc(C(=O)c2ccccc2C(=O)O)c1
 : -8	0	-0.8	-4	-1	i	-4	1.1	-4
CCN(CC(O)Cn1c2ccccc2c2ccccc21)S(=O)(=O)c1ccc(C)cc1 (stereo not drawn)
 : 15	0	0.4	1	5	i	9	0.5	7
COc1ccccc1NS(=O)(=O)c1ccc(C)c(C(=O)N2CCCC2)c1
 : -4	4	-0.5	-9	-5	i	-3	-0.4	-6
CN(Cc1ccccc1)S(=O)(=O)c1ccc(OCC(=O)N2CCOCC2)cc1
 : -6	2	-0.4	-3	-7	i	4	0.9	1
Cn1c(CNc2nc3ccccc3n2CCN2CCCCC2)nc2ccccc21
 : -4	-4	0.4	0	-8	i	-4	0.5	0
CC(C)N1CCC(N2CCN(Cc3cc(F)ccc3-n3cccn3)CC2CCO)CC1 (stereo not drawn)
 : -1	2	-1.2	-5	-7	i	18	2.2	-5
CN1CCN(C2=C(Cl)C(=O)N(c3ccc(Cl)cc3)C2=O)CC1
 : -2	5	-0.3	-2	-6	i	-1	nt	0

# Look-ups from the entries so far:
# CCN(CC(O)Cn1c2ccccc2c2ccccc21)S(=O)(=O)c1ccc(C)cc1 (stereo not drawn) @ TbMetRS inhib = 0.4
# CCOc1ccc(N(C(C)C(=O)N2CCOCC2)S(C)(=O)=O)cc1 (stereo not drawn) @ Rin1-Abl PPI inh = 4

# The order is random; about 4% have a hit in one of these screens.
